# Assay outcomes: PubChem, several laboratories
# PolyA inh: inhibitors of polyadenylation in S. cerevisiae. S. cerevisiae SKY197-pL101 polyadenylation reporter, beta-gal luminescence; efflux-impaired pdr1/pdr3 knockout yeast; score 100 = 6 SD above DMSO. calls only at 12 µM. actives 0.02% (n = 300,000). AID 1875;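 active = lowest replicate activity score at least 50, where 100 means six control SD above control mean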;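 also: yeast exposed to compound for 9 h at 30 °C; higher score means more reporter readthrough which indicates perturbed polyadenylation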
# HSP90 refold inh: inhibitors of HSP90 luciferase refolding in rabbit reticulocyte lysate. luciferase refolding luminescence, 3 h. inhibition, % at 5.6 µM. actives 0.91% (n = 290,000);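 active = inhibition above the screen-wide mean plus 3 SD, computed separately per campaign, cut at about 16% in these data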;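 also: 0% = DMSO wells and 100% = 60 µM geldanamycin wells; inhibitors lower the luminescence because luciferase stays unfolded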
# AI-2 QS modul: modulates the Vibrio harveyi AI-2 quorum sensing system | activity change, % at 7.5 µM | actives 0.4% (n = 300,000) | Vibrio harveyi JMH597 AI-2 luminescence/OD600 ratio, 9 h; stronger effect = lower value; strain lacks LuxN and CqsS sensors; 0 = neutral-control median; in the data active = activity change below about -75%, passing the limit was not always enough;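 also: luminescence divided by OD600 gain over 9 h not by final OD600 alone; inactives centre near 13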
# IEC-6 tox: kills IEC-6 intestinal cells in KLF5 counter-screen | IEC-6 cytotoxicity, luminescence viability | inhibition, % at 5 µM | actives 0.78% (n = 290,000); in the data active = inhibition above about 22%;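 also: 0% = plate median of test compound wells and 100% = cytotoxic reference compound wells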
# KLF5 inh: inhibitors of KLF5 expression | actives 0.23% (n = 290,000) | DLD-1 KLF5 promoter-luciferase reporter, luminescence | inhibition, % at 5 µM | AID 1700;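 active = inhibition above a per-plate limit of that plate's mean compound inhibition plus 3 SD, cut at about 60% in these data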;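 also: 0% = DMSO wells and 100% = LY294002 at 200 µM; higher means less KLF5 promoter-driven luciferase light; inactives centre near -14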
# HSF1 inh: HSF1 inhibition | NIH3T3-HGL HSE-luciferase, MG132-induced, luminescence 8 h; stronger effect = lower value | activity change, negative = inhibition, % at 7.5 µM (by protocol) | actives 0.77% (n = 300,000);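 active = more than half of replicate wells show activity change below -50%, luminescence cut by over half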;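 also: luciferase reports HSF-1 transcriptional activity via heat shock element; 0% = median of DMSO wells and -100% = zero luminescence signal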
# GSK3beta inhib: inhibitors of human GSK3beta kinase. P49841. GST-GSK3beta kinase, ADP-Glo luminescence, 60 min; stronger effect = lower value. activity score (negative = inhibition), % at 10 µM. actives 0.038% (n = 300,000);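 active = more than half of replicate wells score below -50%, meaning over 50% inhibition versus plate controls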;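 also: 0% = median DMSO wells and -100% = median GW8510 positive control wells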
# Target sequence (P49841 whole entry, looked up): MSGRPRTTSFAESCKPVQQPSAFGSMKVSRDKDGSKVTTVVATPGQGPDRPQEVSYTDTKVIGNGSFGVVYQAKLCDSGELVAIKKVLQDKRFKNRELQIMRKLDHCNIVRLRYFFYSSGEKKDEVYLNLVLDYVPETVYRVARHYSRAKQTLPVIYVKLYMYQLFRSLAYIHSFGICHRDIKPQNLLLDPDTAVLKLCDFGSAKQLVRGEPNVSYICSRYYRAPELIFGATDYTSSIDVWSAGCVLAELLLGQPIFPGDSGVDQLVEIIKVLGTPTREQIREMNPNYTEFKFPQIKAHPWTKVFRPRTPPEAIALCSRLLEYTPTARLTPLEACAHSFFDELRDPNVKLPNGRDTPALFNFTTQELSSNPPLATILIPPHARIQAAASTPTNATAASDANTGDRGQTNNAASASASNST
#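 test system = GST-tagged human GSK3beta kinase, cell-free | reagent = 25 µM ATP with peptide substrate | dosing = one dose of 10 µM per compound | schedule = 60 min reaction, RT | detection = luminescent ADP-Glo measurement of ADP formed | control set = DMSO neutral wells and GW8510 at 20 µM as positive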
# aSyn UTR inh: 5' untranslated region of α-synuclein, MLPCN primary screen; alpha-synuclein 5'UTR reporter, inhibitor activity; inhibition, % (tested at 7.5 µM); actives 0.82% (n = 300,000); AID 1813; in the data active = inhibition above about 60%;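 also: H4 neuroglioblastoma cells stably carrying SNCA 5'UTR luciferase fusion; 0% = DMSO wells and 100% = positive control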
# HSF-1 act: increases HSF-1 driven luciferase reporter signal | NIH3T3-HGL HSF-1 luciferase reporter, MG132, 8 h; 100% = twice DMSO control signal | activation, % at 9 µM | actives 1.7% (n = 300,000) | AID 504408;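 active = mean replicate activation of at least 50% with a set share of replicates each reaching 50%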;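 also: 0% = median of the neutral control wells and 100% = twice that signal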
# GSK3A inh: blocks human GSK-3 alpha kinase; AID 2650; actives 0.1% (n = 320,000); ADP-Glo luminescence, 60 min; inhibition, % at 10 µM;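 in the data active = inhibition above about 50%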;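 also: GST-tagged GSK-3 alpha with peptide substrate and 25 µM ATP; 0% = DMSO neutral wells and 100% = GW8510 positive control wells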
# Target sequence (P49840 whole entry, looked up): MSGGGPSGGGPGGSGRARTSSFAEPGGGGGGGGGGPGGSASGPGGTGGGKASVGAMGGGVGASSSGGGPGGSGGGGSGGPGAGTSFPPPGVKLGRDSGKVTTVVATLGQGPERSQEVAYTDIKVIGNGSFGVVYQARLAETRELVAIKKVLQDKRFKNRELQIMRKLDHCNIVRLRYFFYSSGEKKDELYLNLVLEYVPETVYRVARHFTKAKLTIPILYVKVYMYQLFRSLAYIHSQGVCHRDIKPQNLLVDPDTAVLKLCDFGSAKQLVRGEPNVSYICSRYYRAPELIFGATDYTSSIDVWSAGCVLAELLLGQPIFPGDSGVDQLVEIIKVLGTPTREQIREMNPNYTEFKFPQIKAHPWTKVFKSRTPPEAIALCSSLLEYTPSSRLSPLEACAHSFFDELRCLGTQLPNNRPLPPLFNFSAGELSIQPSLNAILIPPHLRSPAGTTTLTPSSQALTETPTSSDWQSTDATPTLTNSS
# * marks the source's active call; other numbers are inactive results; i = inactive; . = not tested or not shown; & = joins results of further samples. The list is partial, so the mix of outcomes need not match the whole.
no.	structure	PolyA inh	HSP90 refold inh	AI-2 QS modul	IEC-6 tox	KLF5 inh	HSF1 inh	GSK3beta inhib	aSyn UTR inh	HSF-1 act	GSK3A inh
1	Cc1c(C(=O)N2CCCCC2)c(S(=O)(=O)N2CCC(C)CC2)c(C)n1C	i	-4	18	2	-22	-2	-1	-1	-6	-1
2	Cc1cc2nccc(-c3ccccn3)n2n1	i	2	20	-4	1	5	0	14	12	0
3	COCCNC(=O)C(c1cccs1)N(Cc1cccs1)C(=O)Cn1nnc2ccccc21 (centres undefined)	i	5	11	1	-10	2	-2	16	6	-2
4	CCNC(=S)NNc1nncc2ccccc12	i	-6	15	-2	9	-3	-4	15	7	0
5	O=C(Cc1ccc(F)cc1)Nc1ccccc1N1CCCC1	.	6	2	-4	-22	-2	0	27	33	3
6	CC(C)CC1c2[nH]c3ccccc3c2CCN1C(=O)c1cnccn1 (centres undefined)	i	-3	-5	9	-85	12	-1	-95	25	-1
7	O=C1c2c(O)cc(O)cc2O[C@H](c2ccc(O)c(O)c2)[C@@H]1O	i	-3	10	-8	-15	1	-3	-5	-2	10
8	C/C=C(/C)C(=O)O[C@@H]1c2c(ccc3ccc(=O)oc23)O[C@@H]1C(C)(C)OC(=O)/C(C)=C\C	.	3	-4	-12	-21	22	-3	40	45	-3
9	COc1cccc(CN(C)C(=O)c2ccc3c(=O)n4c(nc3c2)CCC4)c1	i	.	8	.	.	2	2	8	-1	2
10	O=C(O)/C=C/C(=O)Nc1ccc(N2CCOCC2)nc1N1CCOCC1	i	5	24	-1	-23	11	-12	-8	28	4
11	O=C(Oc1ccccc1)N1CCCC1	i	-1	4	-2	-31	5	0	3	1	-1
12	Cc1nc(-c2ccc(Cl)cc2)sc1C1(C)CC(c2ccncc2)=NO1 (centres undefined)	i	.	10	.	.	4	2	-32	14	.

# The list goes on, overlapping the part above by 2 compounds.
no.	structure	PolyA inh	HSP90 refold inh	AI-2 QS modul	IEC-6 tox	KLF5 inh	HSF1 inh	GSK3beta inhib	aSyn UTR inh	HSF-1 act	GSK3A inh
11	O=C(Oc1ccccc1)N1CCCC1	i	-1	4	-2	-31	5	0	3	1	-1
12	Cc1nc(-c2ccc(Cl)cc2)sc1C1(C)CC(c2ccncc2)=NO1 (centres undefined)	i	.	10	.	.	4	2	-32	14	.
13	COc1ccc(Cl)cc1NC(=O)CSc1nc(=O)n(CCN(C)C)c2c1CCCC2	i	.	11	.	.	1	3	16	-7	-3
14	CCCc1c(OCCCCc2nn[nH]n2)ccc(C(C)=O)c1O	i	-2&-1	27	4&3	-12&-11	3	3	23	-16	2
15	C=CCNC(=S)NC(CC(=O)OC)c1ccc2c(c1)OCO2 (centres undefined)	i	-1	24	4	-39	-9	3	4	12	-2
16	COC(=O)C1=C(Nc2ccc(OC)cc2)C=C(C)C(C(=O)OC)C1c1ccc(C)cc1 (centres undefined)	i	2	12	-2	-22	-14	-2	42	0	3
17	CNC(=S)N1C2CCCC1CC(NC(=O)c1ccc(F)cc1)C2 (centres undefined)	i	4	19	-2	-63	-8	5	-4	-1	-2
18	COC(=O)c1ccc(NC(=O)c2ccc3nsnc3c2)cc1	i	68*	19	-7	-40	10	-1	-111	23	-1
19	Cc1cccc(N2CCN(C(=O)NCc3ccc(F)cc3)CC2)c1C	i	-5	-1	7	1	-1	-3	12	4	4
20	CCN(CC)CCCN(Cc1cc2cc3c(cc2[nH]c1=O)OCO3)C(=S)NC	i	3	8	8	-21	-7	-6	4	2	0
21	OCCCC1CCCCN1Cc1nc(Cc2ccccc2Cl)no1 (centres undefined)	i	4	12	0	-7	2	4	25	9	-4
22	O=C(O)C1CCCCC1C(=O)Nc1ccccc1Cl (centres undefined)	i	-2	3	-3	-35	-6	2	-3	0	-2
23	CCC(C)NC(=O)C(=O)NCc1ccncc1 (centres undefined)	i	1	12	-4	-17	-10	2	16	-9	-1
24	CC(=O)c1cc2c(cc1NC(=O)CN1CCCCCC1)OCO2	i	4	9	4	0	-1	1	-1	1	0
25	O=C(c1ccc2c(c1)OCO2)N1CCC2(CC1)Oc1ccc(Cl)cc1C(=O)C21CC(c2ccccc2)=NO1 (centres undefined)	i	.	14	.	.	2	0	-1	11	0
26	NS(=O)(=O)c1cccc(NC(=O)CN2CCC(Cc3ccccc3)CC2)c1	i	1	44	-4	-8	-1	-3	17	3	-3
27	Cc1ccc(Cl)cc1N1CCN(C(=S)NCCc2ccccc2)CC1	i	1	-7	-3	-32	0	-2	-13	10	-3
28	COc1ccc(C)cc1NS(=O)(=O)c1ccc(-c2cnc(C3CC3)o2)cc1	i	-1	0	90*	61	-37	1	102*	-56	.
29	CCN(Cc1ccccc1)S(=O)(=O)c1ccc(C(=O)N2CCN(c3nc4ccccc4s3)CC2)cc1	i	-1	49	0	-32	.	-1	28	.	-1
30	O=C(Nc1ccc(Cl)cc1)c1cccc(NC2=NC3CS(=O)(=O)CC3S2)c1 (centres undefined)	i	-3	29	1	-4	-4	2	-31	-6	0
31	COCC(C)NC(=O)C1CC(c2cccc(Br)c2)=NO1 (centres undefined)	i	-1	5	1	2	7	-1	-6	3	-2
32	Cc1cc(C)cc(C(=O)Nc2ccc(N3CCCC3)cc2)c1	i	-2	15	1	-101	33	1	-120	49	-1
33	COCCNC(=O)COC(=O)c1ccc(OCC(=O)Nc2ccccc2OC)c(OC)c1	i	-2	26	-4	-5	-18	2	28	-34	-1
34	OCCC1CN(Cc2nc3c(s2)CCCC3)CCN1Cc1ccccc1 (centres undefined)	i	11	34	7	8	2	3	-7	9	1
35	c1n[nH]c(NC2=NCCC2)n1	i	1	12	-4	-45	-6	2	-2	-10	-3
36	O=C(O)CN1CCN(c2ncc(C(F)(F)F)cc2Cl)CC1	i	0	7	4	5	-3	-14	19	-9	-2
37	CN(Cc1cccnc1)C(=O)CNC(=O)c1ccc(Cl)cc1Cl	i	0	28	3	10	0	0	1	2	0
38	CCn1c(=O)n(CCOC)c(=O)c2c3c(sc21)CCCC3	i	1	17	-3	14	-1	1	13	-10	-2
39	Cc1nnc(SCCn2c(N3CCCC(C)C3)nc3c2c(=O)[nH]c(=O)n3C)s1 (centres undefined)	i	-3	16	-3	-12	-3	1	16	-4	1
40	CCOc1ncccc1C(=O)Nc1ccc(-c2ccc3nnc(C)n3n2)cc1	i	-1	11	2	-25	-3	-3	-17	-5	-2
41	COc1ccc(NC(=O)C2CCCN(c3nn4c(=O)cc(C)nc4s3)C2)c(OC)c1 (centres undefined)	i	12	-1	2	-23	5	-21	-1	18	0
42	CCc1ccc(OCC(=O)O/N=C(\N)c2ccncc2)cc1	i	-4	-62	-5	-71	14	3	-99	28	0
43	Cc1cc(C)nc(SCNC(=O)c2ccc(F)cc2)n1	i	1	47	1	-31	2	-1	-16	-2	-3
44	COc1cc(CN2CCC(C(=O)N3CCCC(C)C3)CC2)cc(OC)c1O (centres undefined)	i	-4	29	-1	-19	-6	1	5	-6	1
45	Cc1ccccc1CN1CCN(S(=O)(=O)c2cccc3nsnc23)CC1	i	-2	4	1	-18	-1	-1	13	5	1
46	O=C(NNC(=O)C1CCCO1)c1ccc([N+](=O)[O-])cc1 (centres undefined)	i	0	16	-2	-26	0	0	19	-8	-1
47	CCOC(=O)c1cnc(-n2cc(C)cn2)nc1Nc1ccccc1OCC	i	-1	19	4	-3	1	1	38	6	-1
48	O=C(CSc1nnc(CNC(=O)c2ccccc2)o1)Nc1nccs1	i	0	-8	3	-43	-5	1	-1	-18	2

# Record cards, from the list above. Order of values: PolyA inh, HSP90 refold inh, AI-2 QS modul, IEC-6 tox, KLF5 inh, HSF1 inh, GSK3beta inhib, aSyn UTR inh, HSF-1 act, GSK3A inh
# COc1cc(CN2CCC(C(=O)N3CCCC(C)C3)CC2)cc(OC)c1O (centres undefined) in the list: i, -4, 29, -1, -19, -6, 1, 5, -6, 1
# CN(Cc1cccnc1)C(=O)CNC(=O)c1ccc(Cl)cc1Cl in the list: i, 0, 28, 3, 10, 0, 0, 1, 2, 0
# CCOc1ncccc1C(=O)Nc1ccc(-c2ccc3nnc(C)n3n2)cc1 in the list: i, -1, 11, 2, -25, -3, -3, -17, -5, -2
# CCn1c(=O)n(CCOC)c(=O)c2c3c(sc21)CCCC3 in the list: i, 1, 17, -3, 14, -1, 1, 13, -10, -2
# Cc1ccccc1CN1CCN(S(=O)(=O)c2cccc3nsnc23)CC1 in the list: i, -2, 4, 1, -18, -1, -1, 13, 5, 1

# Next section.
no.	structure	PolyA inh	HSP90 refold inh	AI-2 QS modul	IEC-6 tox	KLF5 inh	HSF1 inh	GSK3beta inhib	aSyn UTR inh	HSF-1 act	GSK3A inh
49	O=S(=O)(c1ccc(F)cc1)N1CCN(c2ccccc2)CC1	i	0	19	3	-9	-14	2	0	-18	1
50	CCc1ccc(NS(=O)(=O)c2cc3[nH]c(=O)c(=O)[nH]c3cc2C)cc1	i	0	87	2	-11	-2	2	-24	8	0
51	COc1ccc(C(=O)C2CCCN(S(=O)(=O)c3ccccc3F)C2)c(C)c1 (centres undefined)	i	1	22	1	-11	-77*	0	-4	-84	-2
52	O=c1c2ccccc2nc(SCc2ccc(F)cc2Cl)n1CCCN1CCOCC1	i	3	0	3	-29	0	-3	0	2	3
53	CC1CCC2(CC1)NC(=O)N(Cc1cccc(C(F)(F)F)c1)C2=O (centres undefined)	i	-1	6	0	-27	-3	5	-7	13	-1
54	O=S(=O)(c1ccc(F)cc1)N1CCN(CC2CC3C=CC2C3)CC1 (centres undefined)	i	-5	22	-5	-34	-1	-2	4	-1	1
55	CN(C)CCn1ccc(O)c(Cc2ccc(Cl)cc2)c1=O	i	-1	25	-1	-18	-3	2	14	-11	0
56	Cc1nnc(NC(=O)c2nn(CC(C)C)c(=O)c3ccccc23)s1	i	4	-4	3	-11	-10	3	20	12	-2
57	c1ccc(CSc2nnc(-c3cccs3)n2Cc2ccco2)cc1	i	-2	-3	-4	-17	9	-2	-17	21	-3

# 3 records drawn at random from the list so far, as already listed:
no.	structure	PolyA inh	HSP90 refold inh	AI-2 QS modul	IEC-6 tox	KLF5 inh	HSF1 inh	GSK3beta inhib	aSyn UTR inh	HSF-1 act	GSK3A inh
57	c1ccc(CSc2nnc(-c3cccs3)n2Cc2ccco2)cc1	i	-2	-3	-4	-17	9	-2	-17	21	-3
51	COc1ccc(C(=O)C2CCCN(S(=O)(=O)c3ccccc3F)C2)c(C)c1 (centres undefined)	i	1	22	1	-11	-77*	0	-4	-84	-2
50	CCc1ccc(NS(=O)(=O)c2cc3[nH]c(=O)c(=O)[nH]c3cc2C)cc1	i	0	87	2	-11	-2	2	-24	8	0
